EBV LMP1 NFkB – Epstein-Barr LMP1 NF-kappaB reporter inhibition | LMP1-induced NF-kappaB luciferase reporter cells, luminescence | inhibition, % at 12.5 µM | 0.69% of 350,000 active; in the data active = inhibition above about 41%;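 also: 0% = neutral control wells and 100% = reference inhibitor control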
TRAIL sens C8 – caspase-8 TRAIL sensitization. inhibition (viability loss, TRAIL sensitization), % at 10 µM. AID 624354. 1% of 360,000 active. NB7+C8 cells + TRAIL, ATPlite viability luminescence;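 active = compounds causing at least 50% loss of cell viability in the single-dose screen, relative to plate controls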
NCOA3 inh – inhibitors of human steroid receptor coactivator 3 (SRC3) | Q9Y6Q9 | HEK293 GAL4-SRC3 luciferase reporter, luminescence | inhibition, % at 3.6 µM | 0.17% of 360,000 active | AID 588352;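 active = inhibition above a per-campaign cutoff, the mean of all compounds plus 3 SD, cut at about 60% in these data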;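 also: 0% = DMSO-treated cells and 100% = gossypol-treated cells at 36 µM; higher means less SRC3-driven luciferase light from the GAL4 reporter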
KKLEB tox – counter-screen for CF NF-kB inhibitors: cytotoxicity | KKLEB CF airway cells viability, ATPlite luminescence, overnight; active compounds read low; cells stimulated with P. aeruginosa culture filtrate | activity change (cytotoxicity), % at 5 µM | 0.36% of 360,000 active;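 active = corrected activity change at or below -50% at 5 µM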
TROY NFkB inh – TROY signaling inhibition; inhibition, % at 10 µM; Q293 LMP1-TROYcd NF-kB luciferase reporter, 4 h; 0.98% of 360,000 active;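 active = compounds whose plate-normalised and pattern-corrected inhibition of the luciferase reporter signal at the single screening dose is 50% or more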
CF NFkB block – blocks PAF-induced NF-kB reporter in cystic fibrosis cells | inhibition, % at 5 µM | 0.86% of 360,000 active | KKLEB NF-kB-GFP reporter, GFP fluorescence overnight;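 active = at least 50% inhibition at 5 µM, scaled per plate between neutral and stimulator controls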;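 also: PAF is a Pseudomonas aeruginosa culture filtrate used as stimulus; plate controls were PAF-stimulated DMSO wells for no effect and unstimulated DMSO wells for full effect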
TWEAK Fn14 block – TWEAK-Fn14 signaling inhibition; TWEAK-stimulated Fn14 reporter cells, luciferase luminescence, 8 h; 2% of 360,000 active; inhibition, % at 10 µM; in the data active = inhibition above about 50%
SRC1 inh – inhibits human SRC1 coactivator. HEK293 GAL4-SRC1 luciferase reporter, luminescence. inhibition, % at 3.6 µM. 0.12% of 360,000 active;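 active = inhibition above the campaign mean plus 3 SD, with each screening campaign given its own cutoff, cut at about 60% in these data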;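 also: 0% = DMSO treated cells and 100% = gossypol at 36 µM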
LRH-1 inv ag – suppresses constitutive activity of human LRH-1 | HEK293T StAR-luciferase reporter, LRH-1 transfected, 24 h | inhibition, % at 3.6 µM | 0.13% of 360,000 active;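 active = inhibition above the mean inhibition of all tested compounds plus 3 SD, cut at about 73% in these data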;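 also: 0% = DMSO wells and 100% = reporter-only cells lacking LRH-1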
Target sequence (O00482 whole entry, looked up): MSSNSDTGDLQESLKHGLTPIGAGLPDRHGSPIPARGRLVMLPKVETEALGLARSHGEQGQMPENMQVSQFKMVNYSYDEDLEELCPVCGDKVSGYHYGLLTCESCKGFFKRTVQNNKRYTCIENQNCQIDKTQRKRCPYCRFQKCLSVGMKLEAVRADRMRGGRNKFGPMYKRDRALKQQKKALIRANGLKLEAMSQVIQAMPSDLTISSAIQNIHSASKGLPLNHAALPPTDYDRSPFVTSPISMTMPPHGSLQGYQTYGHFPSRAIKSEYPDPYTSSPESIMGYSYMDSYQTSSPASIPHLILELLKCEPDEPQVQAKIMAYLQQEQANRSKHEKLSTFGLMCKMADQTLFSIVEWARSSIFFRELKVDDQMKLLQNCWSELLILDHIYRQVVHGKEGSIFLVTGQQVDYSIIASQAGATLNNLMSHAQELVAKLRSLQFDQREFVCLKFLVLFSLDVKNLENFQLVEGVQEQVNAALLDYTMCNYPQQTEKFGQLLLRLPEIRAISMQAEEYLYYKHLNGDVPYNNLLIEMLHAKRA
COUP-TFII inh – NR2F2 (human) inhibition, primary screen | 0.7% of 370,000 active | AID 686940 | inhibition, % at 8.6 µM | HEK293T NGFI-A luciferase reporter, luminescence;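 active = inhibition above a per-plate cutoff, mean inhibition of test wells between control levels plus 3 SD, cut at about 38% in these data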;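 also: cells cotransfected with COUP-TFII expression vector driving the NGFI-A reporter; 0% = median of COUP-TF2 test wells and 100% = reporter-only cells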
Target sequence (P24468 whole entry, looked up): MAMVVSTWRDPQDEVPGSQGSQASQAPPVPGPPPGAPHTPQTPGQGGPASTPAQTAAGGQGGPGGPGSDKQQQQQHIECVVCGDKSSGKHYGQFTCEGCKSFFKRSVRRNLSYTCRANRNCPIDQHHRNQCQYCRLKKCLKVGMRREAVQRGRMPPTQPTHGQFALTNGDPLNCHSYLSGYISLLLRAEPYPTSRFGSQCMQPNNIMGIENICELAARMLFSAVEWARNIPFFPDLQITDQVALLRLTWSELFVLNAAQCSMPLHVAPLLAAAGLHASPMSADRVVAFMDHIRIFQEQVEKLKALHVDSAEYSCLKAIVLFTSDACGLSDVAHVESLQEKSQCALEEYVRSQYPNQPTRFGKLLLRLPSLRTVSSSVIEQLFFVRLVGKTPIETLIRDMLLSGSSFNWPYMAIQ
SRC2 inh – human SRC2 (NCOA2) inhibition | AID 651957 | inhibition, % at 9 µM | HEK293 GAL4-SRC2 luciferase reporter, luminescence | 0.17% of 370,000 active;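 active = inhibition above the mean inhibition of all tested compounds plus 3 SD, set per campaign, cut at about 52% in these data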;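 also: 0% = DMSO treated cells and 100% = cells given Gossypol at 36 µM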
* marks the source's active call; other numbers are inactive results; / = not tested or not shown.

Value order: CF NFkB block | SRC1 inh | TWEAK Fn14 block | TROY NFkB inh | SRC2 inh | NCOA3 inh | EBV LMP1 NFkB | KKLEB tox | TRAIL sens C8 | LRH-1 inv ag | COUP-TFII inh
> O=C(Nc1nnc(S(=O)(=O)N2CCCCCC2)s1)c1ccccc1F
  12.5 | -16.2 | -14.8 | -59.2 | -44.5 | -38.0 | -18.6 | -6.4 | 6.0 | -19.4 | -22.2
> CCCCNC(=O)Nc1nnc(-c2ccc(Cl)cc2)o1
  4.4 | -6.6 | -19.6 | -16.6 | 0.4 | -1.3 | 0.5 | 14.4 | -11.3 | -1.7 | -4.0
> CCN(CC)S(=O)(=O)c1ccc2c(c1)N(CC(=O)NCCN1CCOCC1)C(=O)CO2
  -1.5 | -8.0 | -2.4 | 3.7 | -7.0 | 8.2 | -2.2 | 6.2 | -1.7 | 4.2 | -24.7
> Cc1ccnc(NC(=O)CCC(=O)N(CC(=O)NC2CCCCC2)Cc2ccccc2)c1
  -5.0 | -31.4 | -26.5 | 2.4 | 6.0 | 14.5 | -5.1 | 12.4 | -2.4 | -0.3 | 15.7
> CSc1ccc(S(=O)(=O)NCCCOC(C)C)cc1
  2.0 | -11.6 | 2.0 | -4.5 | / | 11.0 | 2.8 | -2.3 | 1.6 | 3.2 | /
> Cc1ccc(OCc2ccc(C(=O)N3CCOCC3)cc2)cc1C
  3.0 | -63.5 | -8.8 | -0.3 | -56.3 | -67.7 | 15.0 | -11.6 | 1.4 | -158.7 | -60.0
> COc1ccc(C(C)(C)C)cc1NC(=O)c1cncc(Br)c1
  -4.5 | 16.0 | 21.0 | -7.1 | 14.1 | 15.4 | -2.0 | 1.8 | -13.5 | 7.4 | 12.9
> COc1ccccc1NC(=O)c1ccc[n+]([O-])c1
  -7.1 | 8.3 | 0.4 | -15.8 | -7.9 | 3.3 | 10.5 | 5.6 | -12.6 | 0.0 | -13.8
> CCCCNC(=O)C1c2ccccc2OCC(=O)N1CCCN1CCOCC1 (centres undefined)
  / | / | 8.8 | -8.1 | -13.3 | / | / | / | 10.6 | -3.6 | 16.2
> CCC(C)(C)C(=O)O
  -3.3 | -38.2 | -2.2 | -4.8 | 2.5 | 4.1 | 3.4 | 15.2 | -1.8 | 27.7 | 16.8
> COc1ccc(OC)c(C(=O)COC(=O)COc2ccccc2)c1
  15.7 | 0.1 | 10.7 | -16.6 | 16.6 | 5.5 | 4.3 | 0.9 | -10.5 | 5.2 | 11.2
> Cc1ccc(C)c(SCC(=O)NNC(=O)c2csc(N3CCOCC3)n2)c1
  17.8 | 3.2 | 7.4 | -5.7 | -27.6 | 12.4 | -1.6 | -23.4 | -9.8 | 8.7 | -10.4
> N#CCC1c2ccccc2CCN1C(=O)Nc1ccc(C(F)(F)F)cc1 (centres undefined)
  9.3 | 3.7 | 16.7 | 14.8 | 15.1 | 10.4 | -5.3 | -12.7 | 18.0 | 20.5 | 4.1
> c1ccc(-c2cn(-c3ccccc3)c3[n+]2CCCS3)cc1
  0.5 | -10.7 | 0.9 | 4.7 | 6.5 | 16.5 | 4.7 | 0.6 | -4.2 | 2.0 | 3.9
> COc1cc2c(cc1OC)C(C(N)=O)NCC2 (centres undefined)
  -6.4 | 3.5 | 3.6 | 13.2 | 19.9 | -20.8 | -2.2 | -2.7 | -1.5 | -0.4 | 3.5
> Brc1ccc(-c2nnc(-c3ccc4c(c3)OCO4)o2)o1
  -10.9 | -76.5 | 0.6 | -69.4 | -38.8 | -105.8 | -13.5 | -1.3 | 41.8 | -96.7 | -66.8
> C=CCn1c(NC(=O)c2ccc(C)cc2)c(C#N)sc1=N
  -5.4 | -5.1 | 5.5 | -26.4 | -24.6 | -11.7 | -0.8 | 7.4 | 6.5 | -49.1 | -19.3
> CCc1cccc(CC)c1NC(=O)Cn1c(-c2ccc(F)cc2)noc1=O
  -5.5 | -0.2 | -8.8 | -3.0 | -22.9 | 23.8 | -1.5 | -5.5 | -1.7 | -0.5 | 6.8
> CC(=O)c1ccc(S(=O)(=O)NC2CC2)cc1
  1.1 | -3.7 | 0.3 | 2.1 | 9.2 | 6.5 | -7.9 | -1.1 | -31.9 | 0.0 | -2.9
> CC(C)c1ccccc1NC(=S)N1CCN(S(=O)(=O)c2cccs2)CC1
  -5.6 | -5.6 | -3.3 | 5.0 | -19.9 | 13.4 | 7.3 | 3.1 | 2.9 | 12.2 | -10.7

3 of the entries above in order of the COUP-TFII inh value, falling.
SMILES	COUP-TFII inh
Cc1ccnc(NC(=O)CCC(=O)N(CC(=O)NC2CCCCC2)Cc2ccccc2)c1	15.7
COc1ccc(OC)c(C(=O)COC(=O)COc2ccccc2)c1	11.2
N#CCC1c2ccccc2CCN1C(=O)Nc1ccc(C(F)(F)F)cc1 (centres undefined)	4.1

(more compounds)
Value order: CF NFkB block | SRC1 inh | TWEAK Fn14 block | TROY NFkB inh | SRC2 inh | NCOA3 inh | EBV LMP1 NFkB | KKLEB tox | TRAIL sens C8 | LRH-1 inv ag | COUP-TFII inh
> O=C(c1ccccc1Cl)N1CCC(n2cccc2)CC1
  -2.1 | 2.5 | -3.0 | -5.5 | -27.5 | 8.3 | 0.2 | -3.2 | -5.4 | 18.8 | -6.2
> CN(C)CCSc1nnc(-c2ccccc2)o1
  -5.1 | -53.7 | -2.6 | -37.7 | -94.7 | -74.8 | -8.0 | 0.1 | 2.1 | -50.4 | -29.9
> COc1ccc(CC(=O)Nc2cc(C)c3c(=O)oc4ccccc4c3n2)cc1
  -5.1 | -2.6 | -23.7 | -33.9 | 0.1 | 3.2 | 13.0 | -27.4 | 48.7 | 4.8 | 14.3
> O=C(C1CCCN(c2ncnc3c2nc2n3CCCCC2)C1)N1CCN(c2cccc(Cl)c2)CC1 (centres undefined)
  8.6 | -0.8 | 32.5 | 36.4 | 12.1 | 3.3 | -9.3 | 3.8 | 31.1 | -10.3 | 29.0
> NC(=O)C1(N2CCCCC2)CCN(Cc2ccc(Br)cc2)CC1
  -3.2 | -1.3 | -11.1 | 2.0 | 14.4 | 14.4 | -0.9 | -6.4 | 27.9 | 6.3 | 17.6
> CSc1nc(N)nc2c1ncn2CC(=O)NCc1ccc2[nH]ccc2c1
  14.9 | -2.8 | 5.9 | 9.2 | 21.1 | 12.0 | 8.1 | -4.6 | 12.4 | -26.3 | -12.7
> CC(C)CNC(=O)COCc1cc(-c2ccc3c(c2)OCO3)on1
  -2.3 | -22.2 | -17.4 | -55.8 | -71.1 | -47.5 | -9.1 | -2.3 | -10.7 | -26.1 | -20.5
> CCOc1ccc(NC(=O)C2CC(=O)OC2c2ccccc2)cc1 (centres undefined)
  5.8 | -2.8 | -6.1 | -11.2 | 22.6 | -6.0 | -12.1 | -2.8 | -5.7 | -8.2 | 25.2
> O=C(Nc1cccc(-c2ccc(F)cc2)c1)C1CCCN(C(=O)c2cscn2)C1 (centres undefined)
  6.2 | 7.1 | -14.6 | -0.5 | 11.2 | -10.4 | 1.8 | 11.8 | 8.3 | -1.0 | -8.7
> Cc1cccc(OCC(=O)NC(=S)Nc2ccccc2N2CCOCC2)c1C
  12.7 | 7.8 | -39.0 | 1.5 | 12.7 | 11.6 | 9.3 | -21.7 | 16.9 | 18.2 | 3.9
> O=C(c1c[nH]c2ccccc12)N1CCOCC1
  0.1 | 1.3 | 13.5 | 4.0 | 1.6 | 14.2 | 6.6 | 2.6 | 1.2 | 5.4 | -9.6
> O=C(NC1(C(F)(F)F)C(=O)Nc2c1c(=O)[nH]c(=O)n2-c1ccccc1)c1cccnc1 (centres undefined)
  12.0 | -1.1 | -4.6 | -12.0 | 18.8 | 7.8 | 3.4 | 2.5 | 4.2 | -8.7 | -15.5
> Cc1cc2oc(C(=O)NC3CCS(=O)(=O)C3)c(C)c2cc1C (centres undefined)
  1.3 | -2.8 | 0.9 | -13.9 | -43.8 | 8.8 | -7.3 | 5.2 | -18.0 | -1.4 | 4.3
> CCN1CCN(C(=S)c2ccc(Cl)cc2)CC1
  -11.7 | -1.8 | 9.6 | 10.3 | -12.3 | 11.8 | -2.7 | 3.0 | -2.5 | -1.1 | 3.9
> Cc1ccc(Nc2nc(COC(=O)COc3ccc(C=O)cc3)cs2)cc1
  -7.6 | -50.6 | -1.6 | -22.1 | -35.0 | -33.5 | -5.1 | 12.1 | 5.2 | -47.7 | -52.4
> C[C@@H]1CN([C@H](C)CO)C(=O)CCCn2nncc2CO[C@@H]1CN(C)S(=O)(=O)c1cccc(C#N)c1
  -20.8 | -22.3 | 9.9 | -13.2 | -6.2 | 9.3 | 1.7 | 6.3 | -36.9 | 2.7 | 3.5
> Cc1cnn(-c2ccc3nnc(-c4ccc(Br)cc4)n3n2)c1
  -25.6 | 1.4 | -20.6 | -33.4 | -5.8 | -5.8 | 6.7 | -0.5 | -3.8 | -11.4 | 5.7
> CCn1c(/C=C/c2ccccc2F)nc2ccccc2c1=O
  -6.6 | -4.8 | 5.8 | -11.4 | -1.2 | -25.0 | -2.4 | 4.1 | 8.4 | -16.3 | -4.2
> Cc1ccc(C(=O)Nc2ccncc2)cc1[N+](=O)[O-]
  6.7 | -26.0 | -1.4 | 10.8 | 0.2 | 5.5 | -22.5 | 0.4 | 8.0 | -1.0 | 7.5
> COc1ccc(CCNC(=O)C(=O)NCc2ccc(C)cc2)cc1OC
  1.0 | -3.2 | 0.8 | 3.8 | / | -40.8 | -9.3 | 1.2 | 0.1 | 17.2 | /
> Cc1ccc(NC(=O)[C@@H]2CCC(=O)N2C2OC(=O)c3ccccc32)cc1Cl (some centres undefined)
  29.6 | -13.9 | -30.0 | -1.5 | 22.2 | 8.6 | -2.6 | -0.8 | -7.7 | 7.9 | -13.5
> COc1ccc(CNc2nc(NCc3ccc(OC)cc3)n(C(=O)c3ccncc3)n2)cc1
  4.4 | 8.2 | -15.5 | -7.1 | 5.4 | 5.0 | -3.4 | -0.1 | -27.7 | 23.5 | 0.7
> NC(=O)c1nsc(C(=O)N(Cc2ccco2)C(C(=O)NCc2ccc(F)cc2)c2ccc(O)cc2)c1N (centres undefined)
  7.0 | 11.2 | 4.2 | 2.1 | 5.7 | 4.8 | 1.8 | -7.5 | 10.0 | 9.6 | 4.0
> CCC(=O)c1ccc(OCCn2cnc3ccccc32)cc1
  -16.1 | -30.5 | -1.4 | 0.4 | -18.4 | -19.1 | 5.3 | 8.8 | -31.6 | -10.0 | -3.2
> Cc1ccc(N2CC(C(=O)Nc3cc(C)on3)CC2=O)cc1 (centres undefined)
  2.5 | -13.0 | -14.8 | -9.5 | -3.3 | -1.0 | 5.6 | 11.1 | 4.4 | -15.3 | 6.8
> COC(=O)C1C2CC(=O)C(C2)C1C(=O)OC (centres undefined)
  0.9 | -6.6 | -16.5 | -1.1 | -26.1 | -8.8 | 0.7 | 12.6 | -2.1 | 2.2 | 7.5
> Cc1cc(C)nc(NC(=NCCc2c[nH]c3ccccc23)NC(=O)C(C)(C)C)n1
  19.7 | -11.4 | 3.8 | 49.4 | 5.5 | 7.9 | 3.9 | 3.5 | 12.1 | 2.7 | -3.5
> CC1CCN(C2CCN(C(=O)c3ccccc3F)CC2)CC1
  0.0 | 6.9 | -61.5 | -8.9 | -18.3 | 3.5 | -7.6 | -22.9 | -9.4 | 4.2 | 10.1

Bioassay records: PubChem BioAssay, several laboratories
